USP2a block: blocks human ubiquitin-specific protease USP2a | USP2 core, Ub-CHOP2 coupled fluorogenic reporter, 485/531 | Potency, µM (highest dose often 38.3 µM), for the others: at the highest dose activity change, negative = inhibition, usual class: inhibitors | 330,000 compounds, 0.01% hits | AID 463254;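 also: potency is read from the fitted curve at half-maximal effect; plate controls were DMSO wells for no effect and full inhibition by NEM control for full effect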
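Cell-free coupled assay: 10nM USP2 core preincubated 30min RT with compound in Tris-HCl pH 8.0/CaCl2/CHAPS buffer, then 25nM Ub-CHOP2 and 25nM reporter substrate; fluorescence (Ex 485/Em 531) read after 60min RT, normalized to NEM inhibition, concentration-response curves fitted.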
B2AR arrestin: recruits beta-arrestin to the human beta2-adrenergic receptor | Potency, µM (titrated, usually from 46.1 µM), without a hit: top-dose activation, usual class: activators | P07550 | beta-arrestin recruitment to beta2AR, cell-based reporter | 330,000 compounds, 0.02% hits;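 also: potency is read from the fitted curve at half-maximal effect; 0% = DMSO controls and full agonism = EC100 isoproterenol or metaproterenol; nearly all actives have a fitted effect of over 65% in size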
Target sequence (P07550 whole entry, looked up): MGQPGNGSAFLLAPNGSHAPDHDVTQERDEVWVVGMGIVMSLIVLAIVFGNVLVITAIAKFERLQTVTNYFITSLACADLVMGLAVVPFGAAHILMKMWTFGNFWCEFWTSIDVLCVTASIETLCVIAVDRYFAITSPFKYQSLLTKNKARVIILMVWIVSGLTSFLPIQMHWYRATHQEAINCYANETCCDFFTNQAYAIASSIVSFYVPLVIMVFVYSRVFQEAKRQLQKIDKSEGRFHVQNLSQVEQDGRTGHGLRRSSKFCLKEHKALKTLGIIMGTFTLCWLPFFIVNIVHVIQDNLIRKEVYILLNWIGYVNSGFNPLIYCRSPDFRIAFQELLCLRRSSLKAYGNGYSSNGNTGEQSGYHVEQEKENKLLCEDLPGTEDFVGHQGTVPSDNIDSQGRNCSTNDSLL
uPA surface inh: cell surface uPA generation inhibition; cell surface uPA generation assay, qHTS; Potency, µM (doses to about 38.3 µM), without a hit: top-dose activity change, negative = inhibition, most hits filed as inhibitors; 330,000 compounds, 0.31% hits; AID 540303; active = well fitted inhibition curve with a large enough effect; inconclusive = small, poorly fitted or top-dose-only effect; inactive = no such curve, though single readings can be large or run the other way; tested in mouse RAW 264.7 cells; also: potency is read from the fitted curve at half-maximal effect; nearly all actives have a fitted effect of over 55% in size
Eya2 inh: inhibitors of human Eya2 phosphatase activity; O00167; recombinant Eya2, OMFP fluorescence dephosphorylation (OMFP is methylfluorescein phosphate); Potency, µM (series often up to 76.9 µM), for inactives: at the top dose activity, negative = inhibition, actives largely listed as inhibitors; 330,000 compounds, 0.006% hits; AID 488837; also: potency is read from the fitted curve at half-maximal effect
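Eya2 protein (added as 0.2 uM solution) was preincubated with compound for 10 min at ambient temperature in 50 mM HEPES pH 7.5, 50 mM NaCl, 5 uM MgCl2, 0.05% BSA, 1 mM DTT. OMFP (added at 50 uM) then reacted 10 min; fluorescence read at 485/525 nm.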
GALK inh: blocks human galactokinase activity. P51570. Purified GALK, Kinase-Glo residual ATP luminescence. Potency, µM (series often up to 57.5 µM), inactives show at the top dose activity change, negative = inhibition, usual class: inhibitors. 270,000 compounds, 0.007% hits; also: potency is read from the fitted curve at half-maximal effect
Target sequence (P51570 whole entry, looked up): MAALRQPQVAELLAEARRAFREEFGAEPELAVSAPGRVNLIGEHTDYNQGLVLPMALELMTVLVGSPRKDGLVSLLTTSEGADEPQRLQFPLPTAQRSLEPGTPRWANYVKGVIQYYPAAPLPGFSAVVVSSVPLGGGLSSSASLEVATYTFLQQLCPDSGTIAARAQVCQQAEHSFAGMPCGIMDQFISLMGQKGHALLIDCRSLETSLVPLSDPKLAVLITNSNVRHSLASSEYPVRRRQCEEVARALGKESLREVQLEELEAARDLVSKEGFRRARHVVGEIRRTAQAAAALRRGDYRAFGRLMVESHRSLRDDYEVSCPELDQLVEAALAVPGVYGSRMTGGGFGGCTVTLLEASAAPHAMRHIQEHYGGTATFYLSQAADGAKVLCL
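Luminescence from leftover ATP (Ultra-Glo luciferase/luciferin) served as read-out after a 1 h room-temperature reaction of 5 nM GALK with 35 uM ATP and 100 uM galactose.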
KCNH2 WT inh: inhibitors of human wildtype KCNH2 potassium channel; Q12809; 340,000 compounds, 0.37% hits; activity change, % at 1.84 µM; U2OS, BacMam KCNH2, thallium flux FluxOr; active compounds read low; AID 720551;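 active = maximum activity change below -70%; inconclusive = maximum activity change between -70% and -50%; inactive = maximum activity change above -50%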
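U2OS cells transduced with wild-type KCNH2 virus are loaded with FluxOr dye for 45 min, and thallium flux is measured in kinetic reads before and after stimulation buffer. Rate constants are normalized to DMSO controls.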
Giardia kill: Giardia lamblia killing; Giardia lamblia trophozoite viability; activity change, % at 7.66 µM, hits read low; 340,000 compounds, 0.15% hits; in the data active = activity change below about -80%; inconclusive = between about -30% and that limit;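 also: parasites exposed to compound for two days anaerobically before the ATP read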
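Luminescent ATP signal served as the viability read-out, measured 15-30 min after adding ATP detection reagent to trophozoites that had been incubated with compounds for 48 hrs at 37 deg C anaerobically at 100 cells/well.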
KCNH2 3.1 inh: inhibitors of human KCNH2 3.1 potassium channel isoform; U2OS KCNH2 3.1, thallium flux FluxOr; active compounds read low; activity change, % (tested at about 1.8 µM); 340,000 compounds, 0.95% hits; AID 720553;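 active = maximum activity change below -70%; inconclusive = maximum activity change from -70% to -50%; inactive = maximum activity change above -50%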;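 also: thallium influx rate constant from kinetic fluorescence after stimulation buffer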
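Kinetic fluorescence (2 min after stimulation buffer) measures Tl+ influx through KCNH2 3.1 expressed by viral transduction in U2OS cells; the rate constant is normalized against DMSO controls serving as positive and negative references.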
FBPA coupling cs: inhibits coupling enzyme system, counter-screen for aldolase hits | 290,000 compounds, 0.67% hits | activity change, negative = inhibition, % at 58.2 µM, hits read low | coupling enzyme system counterscreen, AmpLite Red fluorescence; in the data active = activity change below about -30%
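Fluorescence at 525 nm excitation and 598 nm emission measured inhibition of the coupled detection system without aldolase. Compounds (at 57.5 uM final) were preincubated 10 min at room temperature with coupling enzyme reagent before a 20 min substrate/AmpLite Red step.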
Chronic BCR inh: inhibitors of chronic active B-cell receptor signaling | ABC-DLBCL IkBa-CBG/CBR reporter, luminescence ratio, 4 h | Potency, µM (titrated, usually from 46.1 µM), for the others: at the highest dose ratio change, negative = lower green/red ratio, usual class: inhibitors | 340,000 compounds, 0.05% hits; active = well fitted inhibition curve with a large enough effect in the signal ratio, with a control signal flat, not every such curve was filed as active; inconclusive = small, poorly fitted or top-dose-only effect, or effect the other way, or a change in a side signal; the % refers to the signal ratio;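 also: potency is read from the fitted curve at half-maximal effect; plate controls were basal doxycycline-induced cells for no effect and cells given 10 µM MG132 for full effect; MG132 reads +100%, hits lower the ratio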
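TMD8 ABC-DLBCL cells carrying doxycycline-inducible green luciferase fused to IkappaBalpha plus unfused red luciferase were exposed to compounds (up to 46 uM) for 4 hrs at 37C. Activity came from the overlap-corrected green/red luminescence ratio.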
PKM2 act: increases activity of human pyruvate kinase M2 | P14618 | 260,000 compounds, 0.34% hits | Potency, µM (series often up to 57.5 µM), without a hit: top-dose activation, hits mostly activators | purified PKM2, Kinase-Glo ATP luminescence, activation; response scale: 0% is enzyme alone, no compound; also: potency is read from the fitted curve at half-maximal effect; nearly all actives have a fitted effect of over 55% in size
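ATP formation by purified human PK-M2, quantified via coupled luciferase luminescence after 1 h at room temperature with 0.1 mM ADP and 0.5 mM PEP final.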
* hit, by the source's call. Unless noted, calls follow the shape of the dose curve; as a rule, active = well fitted curve in the direction sought with a large enough effect; inconclusive = small, poorly fitted or top-dose-only effect, or another doubt; inactive = no such curve, though single readings can be large; an effect the other way counts as inactive or inconclusive. Unless noted, % is scaled to controls: 0 for no effect and ±100 for the full control effect.

`Cn1cccc1C(=O)OCC(=O)NCc1cccs1` gave USP2a block 1%, B2AR arrestin -0.2%, uPA surface inh 1%, Eya2 inh 3%, KCNH2 WT inh -10, Giardia kill 5, KCNH2 3.1 inh -3 and Chronic BCR inh -6%.
Screening CCOC(=O)N1CCN(c2c(NCCc3ccccc3)c(=O)c2=O)CC1 returned USP2a block 0%, B2AR arrestin -1.1%, uPA surface inh -12%, Eya2 inh 9%, GALK inh 1%, KCNH2 WT inh 4, Giardia kill -12, KCNH2 3.1 inh 4, FBPA coupling cs 2, Chronic BCR inh 4% and PKM2 act -4%.
CCOc1cccc(C2C(C(=O)c3cccs3)=C(O)C(=O)N2Cc2cccnc2)c1 (stereo not given) was read as USP2a block 16%, B2AR arrestin 0.0%, uPA surface inh 4%, Eya2 inh 2%, GALK inh -2%, KCNH2 WT inh 0, Giardia kill 24, KCNH2 3.1 inh 3, FBPA coupling cs 9, Chronic BCR inh 1% and PKM2 act 4%.
Cn1nccc1C(=O)NC1CCN(Cc2ccccc2)CC1 was read as USP2a block -2%, B2AR arrestin -0.4%, uPA surface inh 6%, Eya2 inh -3%, GALK inh 7%, KCNH2 WT inh 39, Giardia kill 3, KCNH2 3.1 inh -34, Chronic BCR inh -6% and PKM2 act -16%.
For Cc1ccc(N2C(=O)[C@@H]3C(c4cccnc4)=NO[C@@H]3C2=O)c(C)c1 the results were USP2a block -2%, B2AR arrestin -1.1%, uPA surface inh 14%, Eya2 inh inconclusive, GALK inh 4%, KCNH2 WT inh -3, Giardia kill 10, KCNH2 3.1 inh 3, FBPA coupling cs 2, Chronic BCR inh 7% and PKM2 act -2%.
For CN1CCC(NC(=O)c2cc(-c3cccc(Br)c3)nc3ccccc23)CC1 the results were USP2a block 0%, B2AR arrestin -1.0%, uPA surface inh 2%, Eya2 inh -16%, GALK inh 5%, KCNH2 WT inh 9, Giardia kill 14, KCNH2 3.1 inh -39, FBPA coupling cs -1, Chronic BCR inh 9% and PKM2 act -2%.
Cc1ccc(NC(=O)Nc2ccc3c(c2)CCC3)c(C)c1 was read as USP2a block 2%, B2AR arrestin -0.3%, uPA surface inh 0%, Eya2 inh 5%, GALK inh -6%, KCNH2 WT inh -28, Giardia kill 8, KCNH2 3.1 inh 21, Chronic BCR inh -1% and PKM2 act -6%.
Cc1ccc(C(=O)Oc2coc(CSc3nnc(NC(=O)c4cccs4)s3)cc2=O)cc1C was read as USP2a block 0%, B2AR arrestin -0.3%, uPA surface inh 7%, Eya2 inh -1%, GALK inh -3%, KCNH2 WT inh 3, Giardia kill -6, KCNH2 3.1 inh 2, FBPA coupling cs 2, Chronic BCR inh 2% and PKM2 act -15%.
Screening CC(C)COc1cc(=O)[nH]c(SCC(C)C)n1 returned uPA surface inh -8%, GALK inh -4%, KCNH2 WT inh -2, Giardia kill -8, KCNH2 3.1 inh -11, FBPA coupling cs -1 and PKM2 act 0%.
`O=C(O)c1ccc2c(=O)n3cc(C(=O)c4ccccc4O)cc(Cl)c3nc2c1` gave USP2a block 1%, B2AR arrestin -0.2%, uPA surface inh 4%, Eya2 inh -7%, GALK inh -4%, KCNH2 WT inh -10, Giardia kill 1, KCNH2 3.1 inh 8, FBPA coupling cs -8, Chronic BCR inh -11% and PKM2 act 5%.
Screening C=CCOc1ccc(/C=C2\SC(=Nc3cccnc3)NC2=O)cc1 returned USP2a block 16%, B2AR arrestin -0.1%, uPA surface inh -1%, Eya2 inh 10%, GALK inh 5%, KCNH2 WT inh -7, Giardia kill -21, KCNH2 3.1 inh -1, FBPA coupling cs 6, Chronic BCR inh 3% and PKM2 act -3%.
`O=C(Nc1ccc2nn(-c3ccccc3)nc2c1)c1ccc2c(c1)OCO2` gave USP2a block -7%, B2AR arrestin 0.1%, uPA surface inh 5%, Eya2 inh 1%, GALK inh 0%, KCNH2 WT inh -3, Giardia kill -6, KCNH2 3.1 inh -6, FBPA coupling cs -4, Chronic BCR inh inconclusive and PKM2 act -3%.
For COc1ccc(OC)c(/C=N/N=C(\N)c2nonc2N)c1 the results were USP2a block 2%, B2AR arrestin 7.8%, uPA surface inh -7%, Eya2 inh -4%, GALK inh 0%, KCNH2 WT inh -1, Giardia kill -19, KCNH2 3.1 inh 34, FBPA coupling cs 0, Chronic BCR inh inconclusive and PKM2 act -3%.
For O=C(CCC(=O)N(CC(=O)NC1CCCCC1)CC1CCCO1)Nc1nccs1 (stereo not given) the results were USP2a block 0%, B2AR arrestin -0.2%, uPA surface inh 0%, Eya2 inh -22%, GALK inh 7%, KCNH2 WT inh 2, Giardia kill 1, KCNH2 3.1 inh -1, FBPA coupling cs 1, Chronic BCR inh 1% and PKM2 act -5%.
For CCN(CC(=O)Nc1ccc2c(c1)OCCO2)C(=O)/C=C/c1cccc(Br)c1 the results were USP2a block 1%, B2AR arrestin 0.9%, uPA surface inh -6%, Eya2 inh 17%, KCNH2 WT inh -12, Giardia kill 1, KCNH2 3.1 inh 1 and Chronic BCR inh 1%.
For CCCN(C(=O)Cn1nc(C)c([N+](=O)[O-])c1C)c1c(N)n(Cc2ccccc2)c(=O)[nH]c1=O the results were USP2a block -1%, B2AR arrestin -0.2%, uPA surface inh 0%, Eya2 inh -8%, KCNH2 WT inh -7, Giardia kill -24, KCNH2 3.1 inh -10 and Chronic BCR inh 0%.
For COc1ccc(C2N(C(=O)N(C)C)CCN2S(=O)(=O)c2ccc(OC)cc2)cc1 (stereo not given) the results were USP2a block 0%, B2AR arrestin 0.3%, uPA surface inh 4%, Eya2 inh -7%, GALK inh 2%, KCNH2 WT inh -21, Giardia kill 1, KCNH2 3.1 inh -10, FBPA coupling cs 1, Chronic BCR inh inconclusive and PKM2 act 0%.
Cc1ccc(-c2ccc(C3C(C#N)=C(N)Oc4n[nH]c(C)c43)o2)cc1 (stereo not given) was read as USP2a block -1%, B2AR arrestin -0.6%, uPA surface inh -6%, Eya2 inh 2%, GALK inh 1%, KCNH2 WT inh -8, Giardia kill -1, KCNH2 3.1 inh 9, FBPA coupling cs -3, Chronic BCR inh inconclusive and PKM2 act -6%.
`Cc1nnc(N2C(=O)C(=O)/C(=C(/O)c3ccc4c(c3)OCCO4)C2c2ccc([N+](=O)[O-])cc2)s1` (stereo not given) gave USP2a block -1%, B2AR arrestin 0.2%, Eya2 inh -3%, GALK inh -6% and Chronic BCR inh 7%.
Screening O=C(NC(=S)Nc1ccc2c(c1)OCCO2)c1ccccc1F returned USP2a block 1%, B2AR arrestin 0.5%, uPA surface inh -3%, Eya2 inh -28%, GALK inh -2%, KCNH2 WT inh -1, Giardia kill -5, KCNH2 3.1 inh 11, FBPA coupling cs 0, Chronic BCR inh inconclusive and PKM2 act -10%.
`Cc1ccc(C(=O)CSc2nnc(COc3cccc(C)c3)o2)cc1` gave USP2a block -2%, B2AR arrestin -0.1%, uPA surface inh -3%, Eya2 inh 2%, GALK inh 2%, KCNH2 WT inh 5, Giardia kill 8, KCNH2 3.1 inh -8, FBPA coupling cs 0, Chronic BCR inh 3% and PKM2 act -4%.
Screening Cc1cc(C(=O)OCC(=O)NC2CCC(C)CC2)c(C)o1 (stereo not given) returned USP2a block 3%, B2AR arrestin -0.3%, uPA surface inh 7%, Eya2 inh 2%, KCNH2 WT inh -3, Giardia kill -20, KCNH2 3.1 inh 1 and Chronic BCR inh 4%.
`COc1ccc2[nH]c(=O)c(-c3noc(-c4ccccc4)n3)cc2c1` gave USP2a block 0%, B2AR arrestin 0.1%, uPA surface inh -1%, Eya2 inh 16%, GALK inh 4%, KCNH2 WT inh -1, Giardia kill 13, KCNH2 3.1 inh 15, FBPA coupling cs -9, Chronic BCR inh 5% and PKM2 act 11µM*.
`CC1CCCC(NC(=O)CCNC(=O)c2ccccc2Cl)C1C` (stereo not given) gave USP2a block 4%, B2AR arrestin -0.3%, uPA surface inh -5%, Eya2 inh 33%, KCNH2 WT inh -7, Giardia kill 1, KCNH2 3.1 inh 4 and Chronic BCR inh 4%.
Cc1cc(NC(=O)/C=C/c2ccccc2Cl)n(-c2nc3ccccc3[nH]2)n1 was read as USP2a block 4%, B2AR arrestin -0.2%, uPA surface inh -2%, Eya2 inh 0%, GALK inh 0%, KCNH2 WT inh -4, Giardia kill -21, KCNH2 3.1 inh -13, FBPA coupling cs 1, Chronic BCR inh inconclusive and PKM2 act 14%.
Screening CC1=CS(=O)(=O)CC1SC(=S)N(C)C1CCS(=O)(=O)C1 (stereo not given) returned USP2a block 1%, B2AR arrestin -0.1%, uPA surface inh 7%, Eya2 inh -8%, GALK inh 11%, KCNH2 WT inh 4, Giardia kill -28, KCNH2 3.1 inh -1, FBPA coupling cs 2, Chronic BCR inh 5% and PKM2 act 1%.

From PubChem
